High-throughput results (PubChem)
CD40 NFkB inh = CD40 pathway inhibition in BL2 cells. BL2 NF-kB luciferase reporter, CD40L-induced, 4 h. inhibition, % at 10 µM. 0.94% of 83,000 active. AID 1053188;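 active = mean inhibition of at least 50% with a set share of replicates also reaching that level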;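 note: 0% = neutral control wells and 100% = IKK inhibitor VII at 50 µM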
Numbers without * were called inactive; & = joins results of further samples; [ ] = dose if it differs, or a comment. Only part of the results is shown; count on the stated rates, not on these rows.

CD40 NFkB inh,structure
5[25 µM],C[C@@H]1CN([C@@H](C)CO)C(=O)c2cc(NC(=O)Nc3ccc(C(F)(F)F)cc3)ccc2O[C@@H](C)CCCCO[C@H]1CN(C)CC1CCCCC1
6,O=C1CCC(=O)N1c1ccc(S(=O)(=O)N2CCCC2)cc1
2[25 µM],O=C(c1ccccc1F)N1C[C@@H]2[C@H](c3ccccc31)[C@H](CO)N2C(=O)c1ccc(F)cc1
-73,CCCc1ccc(OCc2ccc(C(=O)N3CCSCC3)o2)cc1
2,CN(C)C(=O)[C@H]1[C@H](CO)[C@H]2Cn3c(cccc3=O)[C@H]2N1C(=O)C1CCC1
8[25 µM],COc1cccc(S(=O)(=O)Nc2ccc3c(c2)[C@H]2C[C@H](CC(=O)NCc4ccccc4F)O[C@H](CO)[C@H]2O3)c1
0,Nc1nc2c(F)cccc2s1
-2,Cc1csc(=O)n1CC(=O)OCC(=O)Nc1ccc(Cl)cc1F
-4,CSCCC1NC(=O)N(CC(=O)Nc2ccc(Cl)c(S(=O)(=O)N3CCOCC3)c2)C1=O (stereo not drawn)
1,C=C1C2(C(=O)NCc3ccco3)CCC(C2)C1(C)C (stereo not drawn)
-3,COc1ccc(C(=O)Nc2ncccc2C)cc1S(=O)(=O)N1CCCc2ccccc21
-5[25 µM],CCS(=O)(=O)Nc1ccc2c(c1)C(=O)N(C)[C@@H]1CC[C@H](CC(=O)NCCCN3CCOCC3)O[C@H]1CO2
9,C[C@H]1CN(C)C(=O)c2cc(N(C)C)ccc2O[C@@H]1CN(C)C(=O)OC(C)(C)C
-42,O=C(COC(=O)c1cc2ccccc2o1)c1ccccc1
12,CCC(C(=O)OCC(=O)NC(=O)c1ccccc1OC)c1ccccc1 (stereo not drawn)
5,Cc1ccc(S(=O)(=O)N2CCN(C(=O)CCC(=O)N3CCc4ccccc43)CC2)cc1
3[25 µM],CC(=O)N1[C@@H]2c3cccc(=O)n3C[C@H]1[C@H](CO)[C@H]2C(=O)N1CCc2ccccc2C1
-9,O=c1[nH]c(-c2ccccc2)nc(CN2CCCCC2)c1O
-5,Cn1cccc1C(=O)OCC(=O)N1CCN(c2ccccc2)CC1
1,CCn1c(SCC#N)nc2ccccc2c1=O
-10,O=C1Nc2cc(Cl)c(Cl)cc2N(O)N1c1cccc(Cl)c1
5,O=C(Nc1ccc(NC(=O)c2cccnc2)cc1)c1ccccc1
0,CCCC(C)C(=O)Nc1cc(S(=O)(=O)N2CCCCC2)ccc1N1CCOCC1 (stereo not drawn)
-2[25 µM],C[C@H]1COCc2cn(nn2)CCCC(=O)N1
-55,O=C(Nc1nccs1)c1ccc(COc2c(F)c(F)cc(F)c2F)cc1
-20&2,O=S(=O)(c1cccc(F)c1)N1[C@@H]2CNC[C@H]1C2c1ccc(/C=C/c2ccccc2)cc1 (stereo partly drawn)
-20,O=C(NCC(c1cccs1)N1CCOCC1)c1ccc(Cl)cc1 (stereo not drawn)
-15,COc1ccc(NC(=O)N2[C@@H]3CNC[C@H]2C3c2ccc(-c3ccc(F)cc3)cc2)cc1 (stereo partly drawn)
-6,CSc1cccc(NC(=O)C(C)C)c1
6,COCC(=O)N1CCC(Oc2ccc(C(=O)NCc3cc(C)no3)cc2)CC1

3 compounds out of the list above, sorted by their value in CD40 NFkB inh, highest first.
CD40 NFkB inh,structure
5,O=C(Nc1ccc(NC(=O)c2cccnc2)cc1)c1ccccc1
-9,O=c1[nH]c(-c2ccccc2)nc(CN2CCCCC2)c1O
-10,O=C1Nc2cc(Cl)c(Cl)cc2N(O)N1c1cccc(Cl)c1

Next results follow.
CD40 NFkB inh,structure
14,Cc1ccc(C)c(OCC(=O)Nc2cc(C(=O)O)cc(C(=O)O)c2)c1
5,c1ccc(-c2noc(-c3cccc4ccccc34)n2)nc1
14,O=C(C[C@H]1CC[C@@H]2[C@H](COC[C@@H](O)CN2S(=O)(=O)c2ccccc2)O1)NCCN1CCCCC1
13,CN1CCN(C(=O)c2ccc(CN3CCOCC3)cc2)CC1
-1[25 µM],CC(C)c1cccc(NC(=O)C[C@H]2CC[C@H]3[C@@H](COc4ccc(NC(=O)NCc5ccccc5)cc4C(=O)N3C)O2)c1
7,O=C1CC(c2ccccc2)n2nc(NC(=O)c3ccccn3)nc2N1 (stereo not drawn)
27,CCCCN(CCCC)S(=O)(=O)c1ccc(OC)c2ncccc12
-8,Cc1ccc(CN(C)CC(=O)Nc2ccc3c(c2)CCC3)cc1
13,CC(=O)Nc1ccc(NC(=O)COC(=O)c2ccccn2)cc1
5[25 µM],COc1ccc(S(=O)(=O)N2C[C@H](O)COC[C@@H]3O[C@@H](CC(=O)N[C@H]4CCN(Cc5ccccc5)C4)CC[C@H]32)cc1
15,Cc1ccc(S(=O)(=O)N2CCCCC2)cc1NC(=O)c1ccncc1
4,CCOC(=O)C1=C(O)C(=O)N(c2ccc(S(N)(=O)=O)cc2)C1c1ccc(OC)cc1 (stereo not drawn)
21[25 µM],CC(=O)NC[C@H]1[C@H](c2ccc(-c3ccccc3F)cc2)[C@H](CO)N1C(=O)C1CC1
-5,Cc1cccc(NC(=O)c2ccc(S(=O)(=O)N3CCOCC3)cc2)n1
12,C1CSC2(N1)C1CC3CC2CC(C1)C31NCCS1 (stereo not drawn)
-4[25 µM],CC(=O)N1[C@@H]2c3cccc(=O)n3C[C@H]1[C@H](CO)[C@H]2C(=O)NCC1CCCCC1
6,COC(=O)c1cc2c(ccn2-c2ccc(F)cc2)n1CC(=O)OC(C)C
5[25 µM],COc1cccc(C(=O)N2C[C@H]3[C@@H](c4ccccc42)[C@@H](CO)N3C(=O)c2cccc(F)c2)c1
14,Cc1nc(-c2cc(-c3nc(-c4ccc(C(F)(F)F)cc4)no3)no2)cs1
-2[25 µM],CCCNC(=O)N1[C@H](CO)[C@@H](c2ccccc2)C12CN(C(=O)C1CCCCC1)C2
2,Cc1c(Nc2nc(-c3cccc([N+](=O)[O-])c3)cs2)c(=O)n(-c2ccccc2)n1C
-18[25 µM],COc1ccc2c3c([nH]c2c1)[C@H](CO)NCC31CN(S(=O)(=O)c2cccs2)C1
-1,CCCc1cc(=O)[nH]c(SCC(=O)Nc2ccc(S(=O)(=O)N3CCCC3)cc2)n1
9,CC(Oc1ccccc1)C(=O)Nc1ccc(NC(=O)c2ccccc2)cc1 (stereo not drawn)
6,COC(=O)c1cc(Cl)c(N)cc1OC
-10,COc1ccccc1CNC(=O)C(=O)c1cn(CC(=O)N2CCCCC2)c2ccccc12
6,Cc1ccccc1COC(=O)CCCC1=NS(=O)(=O)c2ccccc2N1
-1,CCOC(=O)NC(CC(=O)O)c1ccc(OC)cc1 (stereo not drawn)
-7,Cc1ccc(-c2noc(CC(=O)c3ccc([N+](=O)[O-])cc3)n2)cc1
20,Cc1ccccc1-c1nc2ccccc2c(=O)n1/N=C/c1ccccc1[N+](=O)[O-]
6[25 µM],COc1cccc(C=NC=Nc2cccc(OC)c2)c1
3,NC(=O)NNC1=Nc2cccc3cccc1c23
2,O=C(NCC(c1ccco1)N1CCCC1)c1sc2cc(F)ccc2c1Cl (stereo not drawn)
-6[25 µM],C[C@@H](O)C#Cc1ccc([C@@H]2[C@H]3CN(S(=O)(=O)Cc4ccccc4)CCCCN3[C@H]2CO)cc1
51*,N#C[C@@H]1[C@H](c2ccc(C#CC3CCCCC3)cc2)[C@@H](CO)N1S(=O)(=O)c1ccccc1
10,Cc1ccc(C)c(N2N=C(C(=O)Nc3ccccc3N3CCCC3)CCC2=O)c1
4,Cc1cnc(C(=O)OCC(=O)NC2CCCCCCC2)cn1
-4[25 µM],CN1C2CC(OC(=O)C(CO)c3ccccc3)CC1C1OC12 (stereo not drawn)
0,CC1(c2nc3ccccc3cc2C#N)OCCO1
7[25 µM],COc1ccc(S(=O)(=O)Nc2ccc3c(c2)[C@H]2C[C@@H](CC(=O)N(C)C)O[C@H](CO)[C@H]2O3)cc1
4[25 µM],O=C(C[C@@H]1C[C@@H]2c3cc(NC(=O)C4CCOCC4)ccc3O[C@@H]2[C@H](CO)O1)NCc1ccc(Oc2ccccc2)cc1
5[25 µM],CO[C@H]1CC[C@H]2CCN(C)C(=O)CC3(CCCCC3)CN(C)C(=O)c3cccc(C#N)c3OC[C@H]1O2
8,O=C(COc1ccc(-c2nnco2)cc1)N1CCN(S(=O)(=O)c2ccccc2)CC1
-10[25 µM],N#C[C@@H]1[C@@H](c2ccc(-c3cccc(F)c3)cc2)[C@@H](CO)N1C(=O)c1cccnc1
7,COc1ccc(NC(=O)COC(=O)c2cccc(S(=O)(=O)N3CCCCC3)c2)c(OC)c1

As entered above:
Value for COc1ccc(S(=O)(=O)Nc2ccc3c(c2)[C@H]2C[C@@H](CC(=O)N(C)C)O[C@H](CO)[C@H]2O3)cc1 under CD40 NFkB inh: 7[25 µM]
Value for N#C[C@@H]1[C@@H](c2ccc(-c3cccc(F)c3)cc2)[C@@H](CO)N1C(=O)c1cccnc1 under CD40 NFkB inh: -10[25 µM]
Value for C[C@@H](O)C#Cc1ccc([C@@H]2[C@H]3CN(S(=O)(=O)Cc4ccccc4)CCCCN3[C@H]2CO)cc1 under CD40 NFkB inh: -6[25 µM]
Value for COc1ccc(NC(=O)COC(=O)c2cccc(S(=O)(=O)N3CCCCC3)c2)c(OC)c1 under CD40 NFkB inh: 7
Value for Cc1ccc(C)c(N2N=C(C(=O)Nc3ccccc3N3CCCC3)CCC2=O)c1 under CD40 NFkB inh: 10

The list goes on:
CD40 NFkB inh,structure
7,CCCCOCCCNC(=O)Cc1cccs1
4,COc1ccc(-c2nnc(SCC(=O)N(C)C3CCS(=O)(=O)C3)n2N)cc1OC (stereo not drawn)
22,O=C(N/N=C\c1cccnc1)c1cc(-c2ccc(Cl)s2)[nH]n1
11,CCNS(=O)(=O)c1ccc(Br)c(OC)c1
2,COc1cccc(CN2[C@@H](CO)[C@@H](c3ccccc3)C23CN(C(=O)C2CCCC2)C3)c1
-17[25 µM],CNC(=O)C[C@@H]1CC[C@H]2[C@@H](COc3ccc(NC(=O)c4ccccc4F)cc3C(=O)N2C)O1
-12,CC(=O)Nc1ccc(CCCCc2ccc(NC(C)=O)cc2)cc1
4,CNC(=O)COc1ccc(Cl)c2cccnc12
12,Cn1c(=O)c2cc(S(=O)(=O)N3CCOCC3)ccc2n(C)c1=O
-4,COc1ccc(NS(=O)(=O)CC(C)C)c(OC)c1
-34,COC(=O)c1ccc(OCC(=O)NC(C)(C)C)cc1
-95,O=C(NCC(=O)N1CCN(Cc2ccccc2)CC1)c1cccs1
5[25 µM],COCC(=O)N1CC2(C1)[C@H](c1ccc(-c3cccc(F)c3)cc1)[C@@H](CO)N2C(=O)C1CC1
-7[25 µM],CCCC(=O)N1CC2(CCN(S(C)(=O)=O)CC2)c2c([nH]c3cc(OC)ccc23)[C@H]1CO
-6,Cc1csc(N(C(=O)c2ccc(S(=O)(=O)N(C)C)cc2)c2ccccc2)n1
0,COc1cc(CN2[C@@H]3CNC[C@H]2C3c2ccc(-c3cccc(C)c3)cc2)cc(OC)c1 (stereo partly drawn)
-11[25 µM],Cc1ccccc1-c1ccc([C@H]2[C@@H](CO)N3CCCCN(CC4CC4)C[C@H]23)cc1
-7,COc1cccc(CC(=O)Nc2ccc(S(=O)(=O)N3CCOCC3)cc2)c1
4,c1ccc2c(CNn3cnnc3)cccc2c1
1[25 µM],O=C(CN1CCOCC1)N1[C@@H](CO)[C@@H]2c3ccccc3NC[C@@H]21
3,CO[C@@H](CN(C)S(=O)(=O)c1ccc(Cl)cc1)[C@H](C)CN([C@@H](C)CO)S(=O)(=O)c1cccc(Cl)c1
-6[25 µM],CCC(=O)Nc1ccc2c(c1)C(=O)N(C)C[C@H](OC)[C@H](C)CN(C(=O)Cc1cccnc1)[C@H](C)CO2
-7[25 µM],CCS(=O)(=O)Nc1ccc2c(c1)C(=O)N(C)C[C@H](OC)[C@H](C)CN(C(=O)c1ccc3c(c1)OCO3)[C@@H](C)CO2
1[25 µM],COc1cccc(-c2ccc([C@H]3[C@H](CO)N4CCCCN(S(=O)(=O)c5cccs5)C[C@@H]34)cc2)c1
7,Cc1nc(Cc2nnc(SCC(=O)N3CC(=O)Nc4ccccc43)o2)cs1
-74,CCOC(=O)Nc1ccc2c(c1)Cc1cc([N+](=O)[O-])ccc1-2
-29,CCOc1cc2c(C#N)c(N3CCNCC3)nc(N)c2c(N)n1
-12,O=C(NCCCN1CCOCC1)c1cc(Cl)ccc1OCc1ccccc1
4,Cc1[nH]c2ccccc2c1C(=O)CN1C(=O)C(=O)N(CCC2=CCCCC2)C1=O
-39,CC1Cc2ccccc2N1C(=O)CSc1ncccn1 (stereo not drawn)
-2,CN(Cc1cccs1)C(=O)CN1C(=O)c2ccccc2S1(=O)=O
3[25 µM],O=C(NC1CCCC1)[C@@H]1[C@@H](CO)[C@@H]2Cn3c(ccc(C4=CCCCC4)c3=O)[C@H]1N2CC1CC1
21[25 µM],C[C@@H]1CN([C@H](C)CO)S(=O)(=O)c2ccc(C#Cc3cccc(F)c3)cc2O[C@@H]1CN(C)S(=O)(=O)c1cn(C)cn1
3,CC1CCCC(C)N1C(=O)COC(=O)CNC(=O)c1ccccc1 (stereo not drawn)
-14,CCCCCC(O)C=CC1C(O)CC(O)C1CC=CCCCC(=O)O (stereo not drawn)
6,CN(C(=O)c1ccc(OC2CCN(CCc3ccccc3)CC2)cc1)C1CCOC1 (stereo not drawn)
7,CCOCCN(C(=O)COC)c1cccc(OC)c1
0,CC(=O)Nc1nnc(C)s1
4,Cc1nnc(SCC(=O)N(C2CCCCC2)C2CCS(=O)(=O)C2)n1C (stereo not drawn)
3,Cn1cc(CN2CCN(c3ccc(Cl)cn3)CC2)c(-c2ccccc2F)n1
3,COC(=O)NC1CCS(=O)(=O)C1 (stereo not drawn)
2,Brc1ccc2[nH]c3c(NCc4ccccn4)ncnc3c2c1
10,O=C(CN1CCN(S(=O)(=O)c2ccccc2[N+](=O)[O-])CC1)NC(=O)NCc1ccco1

For reference, 4 of the compounds above:
CD40 NFkB inh,structure
5[25 µM],C[C@@H]1CN([C@@H](C)CO)C(=O)c2cc(NC(=O)Nc3ccc(C(F)(F)F)cc3)ccc2O[C@@H](C)CCCCO[C@H]1CN(C)CC1CCCCC1
6,O=C1CCC(=O)N1c1ccc(S(=O)(=O)N2CCCC2)cc1
2[25 µM],O=C(c1ccccc1F)N1C[C@@H]2[C@H](c3ccccc31)[C@H](CO)N2C(=O)c1ccc(F)cc1
-73,CCCc1ccc(OCc2ccc(C(=O)N3CCSCC3)o2)cc1
